NTR1 agonist – NTR1-driven beta-arrestin-GFP spot formation – imaging, U2OS cells, high content, primary screen (AID 493036). agonist mode. P30989. activation, % at 20 µM. 330,000 compounds, 0.17% hits;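 active = activation at or above 40% of the spot to cytoplasm intensity ratio, with at least 20 cells analyzed; inconclusive = wells under 20 cells, flagged as cytotoxic or low count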;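 also: 0% = DMSO without peptide and 100% = 100 nM NTR1 peptide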
Target sequence (P30989 whole entry, looked up): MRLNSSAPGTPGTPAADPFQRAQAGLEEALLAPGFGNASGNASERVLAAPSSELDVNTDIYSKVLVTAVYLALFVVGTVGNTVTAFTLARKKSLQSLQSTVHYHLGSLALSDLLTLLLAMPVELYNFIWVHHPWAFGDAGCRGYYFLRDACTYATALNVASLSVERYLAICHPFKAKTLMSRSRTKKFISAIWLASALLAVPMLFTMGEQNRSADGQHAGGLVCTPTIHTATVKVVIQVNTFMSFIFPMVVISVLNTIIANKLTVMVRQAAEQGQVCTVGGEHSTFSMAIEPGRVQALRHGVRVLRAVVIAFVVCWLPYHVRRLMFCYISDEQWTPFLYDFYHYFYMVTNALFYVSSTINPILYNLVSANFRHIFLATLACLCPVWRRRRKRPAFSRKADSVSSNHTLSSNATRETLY
GPR55 LPI antagonism – inhibition of LPI-stimulated GPR55 beta-arrestin translocation – imaging, U2OS, beta-arrestin-GFP, LPI agonist, primary screen (AID 2013); inhibition, % at 10 µM, or IC50 in µM where a hit was titrated; U2OS GPR55 beta-arrestin-GFP translocation imaging, LPI antagonism; higher % means a stronger effect; 290,000 compounds, 0.13% hits;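 active = spots per cell inhibited over 60%, with over 100 cells counted and total cytoplasm intensity under 500,000; inconclusive = wells with under 100 cells, flagged as likely toxic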;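 also: U2OS cells stably carrying GPR55 and arrestin-GFP stimulated by 5 µM LPI near EC80; imaged beta-arrestin-GFP aggregate spots per cell after agonist stimulation; plate controls were LPI-stimulated DMSO wells for no effect and DMSO wells without LPI for full effect; some results filed as inactive read as strong as hits; confirmed hits need IC50 under 10 µM and bright autofluorescent wells are also inconclusive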
GPR35 arrestin U2OS – GPR35 antagonists blocking zaprinast-driven arrestin recruitment, primary screen, imaging, U2OS, beta-arrestin-GFP, zaprinast agonist (AID 2058) | U2OS GPR35 beta-arrestin-GFP translocation imaging, zaprinast antagonism; higher % means a stronger effect | inhibition, % at 10 µM, or IC50 in µM where a hit was titrated | 290,000 compounds, 0.052% hits;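 active = inhibition of at least 50% with at least 30 cells and total cytoplasm GFP at most 10,000,000; inconclusive = under 30 cells or total GFP of 10,000,000 plus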
AID2073 – inhibitors of Mint1-CaV2.2 protein interaction, biochemical, HTRF (AID 2073); HTRF protein-protein interaction, Mint1-CaV2.2; higher % means a stronger effect; one-dose inhibition, % at 20 µM; IC50 in µM for titrated hits; 290,000 compounds, 0.19% hits; in the data active = inhibition mostly above about 51%, no sharp cut-off; inconclusive = no clear call, values can overlap the other calls; inactive = mostly below about 53%; also: some results filed as inactive read as strong as hits
HIV peptide binding – cell-free HIV fusion peptide-binding blockers – biochemical, uHTS, fluorescence dequenching, primary screen (AID 1986). cell-free peptide binding, fluorescence dequenching, 30 min; higher % means a stronger effect. one-dose inhibition, % at 20 µM; IC50 in µM for titrated hits. 290,000 compounds, 0.3% hits; in the data active = inhibition mostly above about 52%, no sharp cut-off; inactive = mostly below about 76%; also: some results filed as inactive read as strong as hits
SIAH1 antagonists – blockers of Siah-1 interaction with plectin peptide – biochemical, fluorescence polarization, rhodamine-plectin, uHTS, primary screen (AID 1817) | Siah-1 / rhodamine-plectin peptide fluorescence polarization; higher % means a stronger effect | displacement, % at 20 µM, or IC50 in µM where a hit was titrated | 290,000 compounds, 0.02% hits;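 active = displacement of at least 50% at 20 µM, with a fluorescence ratio check between 0.3 and a set limit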;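 also: plate controls were Siah plus tracer with DMSO for no effect and tracer alone without Siah for full effect; strong numbers were not always called active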
GPR55 beta-arrestin – selective activators of receptor GPR55 – imaging, U2OS cells, beta-arrestin-GFP redistribution, primary screen (AID 1961). 290,000 compounds, 0.048% hits. one-dose activation, % at 10 µM; EC50 in µM for titrated hits. U2OS GPR55 beta-arrestin-GFP redistribution imaging; higher % means a stronger effect;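 active = activation above 40% with more than 50 cells counted in the well; inconclusive = wells holding fewer than 50 cells, flagged as toxic or sparse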;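 also: U2OS osteosarcoma cells stably expressing GPR55 and beta-arrestin-GFP; plate controls were DMSO negative control for no effect and LPI positive control for full effect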
Dengue-2 NS5 capping – Dengue-2 NS5 methyltransferase inhibitors, primary screen, biochemical, confirmation dose response (AID 588689); one-dose inhibition, % at 25 µM; IC50 in µM for titrated hits; 340,000 compounds, 0.3% hits; Dengue-2 NS5 methyltransferase capping enzyme assay, biochemical; higher % means a stronger effect; in the data active = a potency from the dose series; inconclusive = inhibition above about 29% without an active follow-up result
K1F lysis inhibition – protection from phage-mediated lysis, alamar blue read-out – E. coli UTI89, K1F phage, bacterial capsule biogenesis inhibitors (AID 488966). E. coli UTI89 K1F phage lysis, alamar blue, 2 h; higher % means a stronger effect. inhibition, % at 100 µM, or IC50 in µM where a hit was titrated. 340,000 compounds, 0.02% hits;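 active = phage lysis inhibition, versus mean bacterial control, above a set limit; inconclusive = no clear call, values can overlap the other calls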;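 also: capsule biogenesis inhibitors block K1F phage lysis so surviving cells raise fluorescence; higher fluorescence means more inhibition of phage lysis; actives were called in the ten point dose series up to 300 µM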
NTR1 agonist cell count 20 µM – further read-out of NTR1 agonist, marked with its call; cell count; measured here: cell count, cytotoxicity flag
Dengue-2 NS5 capping pilot replicate – recorded beside Dengue-2 NS5 capping, whose call it bears; inhibition, %; measured here: pilot screen replicate inhibition
* = called active by the depositor; ? = inconclusive; . = no result given; [ ] = dose if it differs, or a comment.

SMILES	NTR1 agonist	NTR1 agonist cell count 20 µM	GPR55 LPI antagonism	GPR35 arrestin U2OS	AID2073	HIV peptide binding	SIAH1 antagonists	GPR55 beta-arrestin	Dengue-2 NS5 capping	K1F lysis inhibition	others
CCOc1ccc(S(=O)(=O)N2CCCC(C(=O)N3CCN(CC)CC3)C2)cc1Cl (stereo unspecified)	-1.1	49	1%	14%	-6%	0.0%	-2%	-0.2%	-4%	0.3%
CCOC(=O)C1CCN(Cc2ccc(OC)c(OCc3ccccc3)c2)CC1	-1.4	69	1%	9%	5%	2.6%	5%	-0.3%	-2%	0.2%
CCCC1=Nc2cc(C(=O)N3CCN(c4ccccn4)CC3)ccc2Sc2ccc(C)cc21	8.3	55	11%	-20%	24%	4.4%	-1%	-0.2%	-6%	0.0%
COc1ccc(C(CNC(=O)c2ccc(S(=O)(=O)N3CCCC3)cc2)N2CCOCC2)cc1 (stereo unspecified)	0.9	60	-10%	-9%	14%	-0.9%	0%	-1.9%	-11%	0.1%
O=C(O)c1cccc(N/N=C/c2cn(-c3ccccc3)nc2-c2cccs2)c1	-0.1	64	-2%	-2%	28%	50%	2%	0.1%	5%	-0.1%
CCCCc1nc2ccccc2c(C(=O)O)c1C	3.2	88	-11%	13%	-4%	-4.5%	2%	-0.2%	-3%	0.1%
COc1ccc(Nc2ncnc3c2c(C)c(C)n3CCCN(C)C)cc1	-0.4	76	1%	-9%	8%	0.7%	5%	-0.1%	-3%	0.1%
COc1cc(C)nc(N2CCCC(C(=O)NC3CCC(C)CC3)C2)n1 (stereo unspecified)	-0.2	38	0%	20%	-4%	2.9%	2%	-0.2%	.	.
CN1c2ccccc2C(=O)/C(=C\Nc2ncccn2)S1(=O)=O	-1.0	53	11%	-1%	11%	1.0%	18%	-0.1%	0%	-0.7%
O=S(=O)(c1cccc2nsnc12)N1CCc2ccccc21	.	.	-2%	-2%	-2%	-0.2%	2%	-0.3%	0%	0.7%
Nc1cccc2cnccc12	0.4	41	27%	13%	35%	29%	59%	-0.1%	2%	0.9%[50 µM]
Cn1c(N)c(C(=O)COC(=O)c2ccc(Cl)c(S(=O)(=O)N3CCCCC3)c2)c(=O)n(C)c1=O	0.6	58	-7%	-1%	-5%	-1.6%	-4%	-0.2%	1%	0.3%
Cn1c(=O)oc2cc(S(=O)(=O)N3CCC(C(=O)NCc4ccc(F)cc4)CC3)ccc21	0.0	60	2%	7%	-3%	0.8%	-6%	0.3%	-3%	-0.1%
Cc1nn(-c2ccccc2)c(C)c1/C=N\N1CCN(c2ccc(Cl)cc2)CC1	9.6	37	4%	-11%	-21%	-3.6%	2%	0.2%	-8%	0.4%
O=C(c1ccoc1)N1CCC(CO)(CCc2ccccc2)CC1	-0.4	59	-17%	-6%	6%	-0.7%	4%	-0.3%	-1%	0.2%
C=CCc1cc(C)ccc1OCCOCCN1CCN(C)CC1	-0.6	57	-4%	-4%	12%	-1.0%	1%	0.0%	.	3.5%
Cc1cc(C)c2[nH]c(=O)c(CN(Cc3ccco3)C(=S)NCC3CCCO3)cc2c1 (stereo unspecified)	1.3	56	3%	-6%	-14%	1.6%	3%	0.9%	-6%	0.9%[50 µM]
COc1ccc(C(=O)CSc2nnc(CN3CCCC3)n2-c2ccc(F)cc2)c(OC)c1	-0.1	98	-2%	6%	7%	2.8%	2%	0.2%	-10%	0.1%
CCOC(=O)CNC(=O)CSc1nnc(-c2c[nH]c3ccccc23)n1CC	3.2	61	4%	-5%	8%	0.3%	1%	1.4%	2%	-0.6%[50 µM]
O=C(Nc1ccc2nc(-c3ccccn3)[nH]c2c1)C1CCCCC1	-1.0	74	5%	-5%	3%	-1.3%	-3%	-0.2%	2%	-0.2%
CCCn1c(=O)c2sccc2n2c(CCCC(=O)NCc3ccco3)nnc12	-0.3	67	5%	11%	26%	3.8%	20%	-0.2%	-10%	0.5%
COc1ccc(CCNC(=O)C2CCCN2C(=O)Nc2cccc(OC)c2)cc1 (stereo unspecified)	-1.0	68	-3%	-4%	19%	1.2%	1%	-0.1%	-3%	2.4%
CC(C(=O)OCC(=O)Nc1ccc(S(=O)(=O)N2CCCCC2)cc1)N1C(=O)c2ccccc2C1=O (stereo unspecified)	-0.3	63	6%	0%	5%	0.1%	-1%	0.3%	-6%	0.3%
CCN(CC(=O)NCCc1ccc(F)cc1)Cc1nc2ccccc2c(=O)[nH]1	1.0	52	-3%	9%	3%	0.1%	10%	0.0%	-3%	-0.5%[50 µM]
COc1ccc(-c2nc(CCl)cs2)cc1OC	0.1	50	1%	9%	-6%	1.8%	2%	-0.6%	3%	0.1%
Cc1cc(C)n(CC(=O)NC2CCCc3c2cnn3-c2ccccc2F)n1 (stereo unspecified)	1.7	49	-1%	14%	11%	-0.4%	-4%	0.0%	-16%	-0.2%
O=S(=O)(c1ccccc1)c1ncc(C(F)(F)F)cc1Cl	4.8	100	-1%	-4%	-7%	-0.9%	6%	0.1%	-21%	-0.6%
Cc1c(Cl)c(C(=O)N2CCCCCC2)nn1C	0.1	69	10%	15%	-8%	1.8%	7%	0.7%	4%	0.2%
CC(=O)c1c(C(C)=O)c(C)n(-c2cccc3cccnc23)c1C	0.8	67	-4%	9%	14%	-1.6%	4%	-0.1%	1%	0.1%
COC(=O)C1=C(C)N(Cc2cccnc2)C(=O)/C1=C\c1sccc1C	3.1	36	-9%	7%	1%	-2.3%	-1%	-0.3%	2%	-0.2%
CC(C)CN(C)Cc1c(C(=O)N2CCc3ccccc3C2)nc2ccc(Cl)cn12	3.4	58	5%	2%	-2%	0.2%	-3%	0.2%	-2%	0.0%
O=C(NCCCCNC(=O)C1CCCC1)C1CCCC1	0.3	69	2%	5%	-1%	1.9%	2%	-0.1%	5%	0.4%	Dengue-2 NS5 capping pilot replicate=1.2
O=C(CCc1ccccc1)NNC(=O)Nc1cccc(Cl)c1	-0.3	82	2%	-12%	5%	0.8%	2%	-0.1%	-3%	-0.4%[50 µM]
O=C(Nc1nnc(-c2ccccc2Cl)o1)c1cccnc1	1.1	79	3%	-12%	-1%	4.0%	-3%	-0.1%	-5%	2.2%
NC(=O)c1ccccc1N/C=C/C(=O)c1cccs1	0.3	56	5%	24%	18%	5.5%	4%	0.1%	-5%	-0.1%
CC(C)CCn1c(=O)c(C(=O)N/N=C/c2cccc(F)c2)c(O)c2ccccc21	0.7	41	-3%	-2%	6%	-0.3%	4%	0.2%	-4%	0.7%
CC(=O)C1=C(O)CC(c2ccccc2)CC1=NCCc1c(C)[nH]c2ccc(C)cc12 (stereo unspecified)	7.4	72	4%	-9%	2%	-2.6%	-4%	0.3%	-1%	2.9%
O=C(NCc1ccc2c(c1)OCO2)c1ccncc1	1.2	72	-4%	-9%	-4%	2.1%	1%	-0.2%	3%	0.2%
COc1ccc(CN(C(=O)c2ccco2)c2ccc(C)cc2)cc1OC	-1.0	84	0%	-21%	5%	-2.5%	-4%	0.0%	-5%	-0.1%
COC(=O)c1cc(NC(=O)Nc2cccc(Cl)c2)ccc1Cl	37	48	-18%	12%	2%	-3.6%	0%	0.2%	-3%	-0.8%[50 µM]
COc1ccccc1-c1coc2cc(OC(=O)N3CCOCC3)ccc2c1=O	0.5	47	-1%	0%	1%	1.2%	1%	-0.3%	.	.
O=C(CSc1nc(-c2ccccc2)c(-c2ccccc2)[nH]1)Nc1ccc2c(c1)OCO2	3.4	41	-2%	0%	-6%	-2.5%	-2%	0.3%	0%	0.7%[50 µM]
CCN1C(=O)/C(=C2/C=Cc3ccccc3N2C)OC1=S	-1.3	60	-2%	-5%	5%	1.3%	-8%	-0.1%	?	1.7%
CCn1c(SCC(=O)NC2CC2)nnc1-c1ccccc1OC	2.5	55	9%	-1%	21%	0.7%	0%	0.2%	3%	0.2%[50 µM]
CCOC(=O)C1=C(c2ccccc2)N=C2SCC(=O)N2C1c1ccc(O)c(OC)c1 (stereo unspecified)	0.6	50	0%	-3%	6%	-0.3%	-2%	-0.1%	-4%	-0.2%[50 µM]
O=C(O)CCN(CCC(=O)O)S(=O)(=O)c1ccccc1	1.3	88	14%	1%	2%	1.2%	4%	0.0%	-4%	0.3%
CC(C)(C)N(Cc1ccccc1)C(=O)CSc1nc2ccccc2c(=O)[nH]1	6.4	63	4%	3%	20%	-0.6%	1%	-0.1%	2%	-1.6%
CCOC(=O)C1=C(Nc2ccccc2)CC(C)(O)C(C(=O)OCC)C1c1ccccc1 (stereo unspecified)	3.0	78	13%	-9%	2%	2.0%	6%	0.1%	-2%	1.3%
C=CCSc1nnc2c(n1)OC(c1cccnc1)N(C(C)=O)c1ccccc1-2 (stereo unspecified)	-1.9	86	19%	-1%	4%	-2.9%	0%	-0.1%	-3%	1.5%
COc1ccc(-n2nc(C)cc2Nc2ccccc2C(=O)O)cc1	0.9	50	-7%	-3%	12%	0.7%	0%	0.4%	-1%	-0.9%
CSc1nnc2c3cc(C)ccc3n(Cc3ccccc3)c2n1	2.0	44	-10%	6%	16%	3.7%	8%	-0.3%	-2%	0.1%
CC(=O)Nc1nnc(/C=C/c2cccc([N+](=O)[O-])c2)s1	0.4	43	-1%	12%	33%	-1.9%	-6%	0.0%	-4%	0.1%
CC(O)c1nc2ccccc2n1CCCCOc1ccccc1 (stereo unspecified)	0.4	64	-1%	-4%	-7%	0.1%	-2%	-0.1%	1%	0.1%
Cn1cnnc1SC1CCCCC1NS(=O)(=O)c1ccccc1 (stereo unspecified)	-4.3	93	10%	17%	-2%	1.3%	1%	0.0%	-1%	6.2%
O=C(O)C1CC(=O)N(Cc2ccc3c(c2)OCO3)C1 (stereo unspecified)	-1.1	49	14%	3%	1%	1.3%	3%	8.9%	1%	3.0%
O=C(O)Cn1c(=O)c2cccn2c2ccccc21	0.4	50	-8%	10%	14%	-1.2%	-9%	0.0%	4%	0.1%

Screening results as filed in PubChem.
